MITF inh – MITF inhibitors, primary screen, biochemical, AlphaScreen, human. Microphthalmia-associated transcription factor (Homo sapiens), O75030. AlphaScreen MITF homodimerization, bead proximity signal. inhibition, % at 2.6 µM. actives 0.91% (n = 650,000). AID 1259374, 2018; in the data active = inhibition above about 50%;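 also: 0% = vehicle wells with protein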
FBW7 activator – FBW7 E3 ligase activators, primary screen, biochemical, AlphaScreen, human; AID 1259310, 2017; F-box/WD repeat-containing protein 7 (Homo sapiens), Q969H0; AlphaScreen FBW7–phospho-cyclin E peptide binding, activator screen; actives 0.13% (n = 650,000); normalized activity (activation), % at 26.1 µM; in the data active = normalized activity above about 1.9%;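 also: purified mutant Fbw7 with reduced substrate affinity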
Target sequence (Q969H0 whole entry, looked up): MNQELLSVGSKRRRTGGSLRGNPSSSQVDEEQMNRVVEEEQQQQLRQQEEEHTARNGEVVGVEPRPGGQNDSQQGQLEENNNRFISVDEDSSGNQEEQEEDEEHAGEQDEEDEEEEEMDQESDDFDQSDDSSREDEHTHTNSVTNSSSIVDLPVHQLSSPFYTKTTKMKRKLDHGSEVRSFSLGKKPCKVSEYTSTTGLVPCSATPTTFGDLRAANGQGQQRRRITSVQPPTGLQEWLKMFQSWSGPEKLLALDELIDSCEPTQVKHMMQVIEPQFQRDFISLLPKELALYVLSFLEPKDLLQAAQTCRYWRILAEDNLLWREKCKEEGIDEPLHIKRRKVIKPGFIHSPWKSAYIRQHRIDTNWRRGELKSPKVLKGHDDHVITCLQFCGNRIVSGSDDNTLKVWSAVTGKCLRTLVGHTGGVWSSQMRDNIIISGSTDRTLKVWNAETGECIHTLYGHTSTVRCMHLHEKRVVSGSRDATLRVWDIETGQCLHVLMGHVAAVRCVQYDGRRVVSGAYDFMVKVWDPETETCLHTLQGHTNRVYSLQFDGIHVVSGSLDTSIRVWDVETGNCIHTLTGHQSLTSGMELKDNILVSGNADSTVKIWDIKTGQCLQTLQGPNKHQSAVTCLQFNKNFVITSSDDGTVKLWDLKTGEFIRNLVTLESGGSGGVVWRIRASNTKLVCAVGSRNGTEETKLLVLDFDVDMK
GPR151 activ – activators of human GPR151, primary screen, cell-based, PathHunter beta-arrestin, luminescence | G-protein coupled receptor 151 (Homo sapiens), Q8TDV0 | PathHunter beta-arrestin GPR151 cells | activation, % at 11.2 µM | actives 1% (n = 650,000) | AID 1508602, 2020; in the data active = activation above about 4.9%;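 also: 0% = median of compound wells and 100% = cells with positive control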
TEAD-YAP block – TEAD-YAP interaction inhibition, primary screen, TEAD-YAP interaction inhibitor project, luminescence, HEK-TIYL cells; TEAD-Gal4/YAP UAS-luciferase luminescence; inhibition, % at 9.12 µM; actives 1.4% (n = 640,000); in the data active = inhibition above about 32%;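 also: 0% = median of test compound wells and 100% = reference inhibitor wells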
* hit, by the source's call; . = no result given; & = joins results of further samples.

Short forms – A = MITF inh; B = FBW7 activator; C = GPR151 activ; D = TEAD-YAP block
compound: Cc1ccc(C2CC(c3c(C)nc4ccc(Br)cc4c3-c3ccccc3)=NN2C(=O)CCC(=O)O)cc1 (stereo unspecified)
  A: 16; B: 0.1; C: -0.4; D: 7

compound: CCN(CC)c1nc(NCc2cccc(C(F)(F)F)c2)nc(Nc2cccc(N(C)C)c2)n1
  A: -8; B: 0.0; C: 1.0; D: 4

compound: O=C(CCC1(Cc2cccs2)CCC(=O)N1)NCc1cc2ccccc2s1 (stereo unspecified)
  A: -34; B: 0.1; C: 0.2; D: 3

compound: Cc1ccccc1NC(=O)c1c(NC(=O)Cc2ccccc2)sc2c1CCCCC2
  A: -5; B: -0.1; C: -1.3; D: 6

compound: COC(=O)Cc1c(C)nc2nc(-c3ccco3)[nH]n2c1=O
  A: 0; B: 0.1; C: -0.6; D: 11

compound: CCCN1C(=O)/C(=c2\sc3nc(-c4cccs4)nn3c2=O)c2ccccc21
  A: 9; B: 0.0; C: -0.7; D: 7

compound: CCc1c(-c2ccccc2)n(CCCO)c2nc3c(c(=O)n(C)c(=O)n3C)n12
  A: 2; B: -0.1; C: -0.1; D: 18

compound: O=[N+]([O-])c1cccc(S(=O)(=O)Nc2ccc(-c3cn4ccccc4n3)cc2)c1
  A: 11; B: -0.1; C: -0.7; D: -6

compound: CC1(C)C2CC=C(/C=N/NC(=O)c3ccc(O)cc3)C1C2 (stereo unspecified)
  A: 2; B: -0.2; C: 0.9; D: 0

compound: Cc1ccc(C(=O)/C=C/Nc2ccc([N+](=O)[O-])cc2)o1
  A: -8; B: -0.2; C: -0.7; D: -50

compound: CCCCSC1=C(C#N)C(c2cccc([N+](=O)[O-])c2)C(C(C)=O)=C(C)N1 (stereo unspecified)
  A: 63*; B: -0.1; C: 1.2; D: -6

compound: CCOc1ccc(-n2cc(C(=O)NCc3ccccn3)c3cc(OC)c(OC)cc3c2=O)cc1
  A: 16; B: -0.2; C: -0.5; D: 10

compound: Cc1ccc(S(=O)(=O)N/N=C/c2ccc(OCC(=O)NCc3ccco3)cc2)cc1
  A: -22; B: 0.2; C: 0.6; D: 2

compound: CC1CCN(c2cc(N3CCN(C(=O)c4cccc(F)c4)CC3)c([N+](=O)[O-])cc2F)CC1
  A: -6; B: 0.0; C: -0.8; D: 11

compound: Cc1noc(C)c1COC(=O)c1ccc(N2CCCCC2)c([N+](=O)[O-])c1
  A: 1; B: -0.4; C: -0.8; D: -3

Exported with each value named: entries from further up
CC1(C)C2CC=C(/C=N/NC(=O)c3ccc(O)cc3)C1C2 (stereo unspecified)
  MITF inh: 2 | FBW7 activator: -0.2 | GPR151 activ: 0.9 | TEAD-YAP block: 0
Cc1ccc(C(=O)/C=C/Nc2ccc([N+](=O)[O-])cc2)o1
  MITF inh: -8 | FBW7 activator: -0.2 | GPR151 activ: -0.7 | TEAD-YAP block: -50
CCCCSC1=C(C#N)C(c2cccc([N+](=O)[O-])c2)C(C(C)=O)=C(C)N1 (stereo unspecified)
  MITF inh: 63* | FBW7 activator: -0.1 | GPR151 activ: 1.2 | TEAD-YAP block: -6
CCOc1ccc(-n2cc(C(=O)NCc3ccccn3)c3cc(OC)c(OC)cc3c2=O)cc1
  MITF inh: 16 | FBW7 activator: -0.2 | GPR151 activ: -0.5 | TEAD-YAP block: 10

Other results follow.
Short forms – A = MITF inh; B = FBW7 activator; C = GPR151 activ; D = TEAD-YAP block
compound: CN(CC(=O)Nc1cccc([N+](=O)[O-])c1)S(=O)(=O)c1ccc(Br)cc1
  A: 8; B: -0.2; C: 0.8; D: -4

compound: O=C(CSc1ncn[nH]1)Nc1cccc(C(F)(F)F)c1
  A: 12; B: 0.1; C: -0.7; D: 0

compound: CN(C)c1ccc(-c2nc(-c3cccc(I)c3)cc(=O)o2)cc1
  A: 5; B: 0.2; C: 0.6; D: -3

compound: COc1ccc(C2CC(=O)C3=C(C2)Nc2ccccc2N(C(=O)CCC(=O)O)C3c2cccs2)cc1OC (stereo unspecified)
  A: 13; B: 0.4; C: 0.2; D: -2

compound: Cc1ccc2c(c1)cc(CN(Cc1cccnc1)C(=O)c1cccc(Cl)c1)c1nnnn12
  A: -8; B: -0.1; C: 4.1; D: -8

compound: COc1ccc(C(=O)CSc2nc3[nH]ncc3c(=O)[nH]2)cc1
  A: 1; B: 0.0; C: 1.6; D: -2

compound: CN(C)c1ccc(C(=O)NCc2ccc(S(N)(=O)=O)cc2)cc1
  A: 6; B: -0.1; C: -1.0; D: -6

compound: O=C(CSc1nccc(=O)[nH]1)Nc1cccc2c1C(=O)c1ccccc1C2=O
  A: 9; B: 0.1; C: -0.5; D: 4

compound: COc1ccc(N2CCN(CCNC(=O)Nc3cc(Cl)ccc3C)CC2)cc1
  A: 2; B: -0.2; C: -0.1; D: 7

compound: C[C@H](O)[C@H]1NC(=O)[C@H]2CN(C(=O)OCc3ccccc3)CCN2C1=O
  A: 15; B: 0.1; C: 0.4; D: 4

compound: CCC(=O)Nc1c2c(nn1-c1ccc(OC)cc1)CS(=O)C2 (stereo unspecified)
  A: 7; B: 0.2; C: -0.5; D: -1

compound: CCC(=O)Oc1ccc2c(=O)c(Oc3cc(C)cc(C)c3)c(C(F)(F)F)oc2c1
  A: -62; B: 0.3; C: 1.3; D: 0

compound: CCC(C)(C)NC(=O)CN(C(=O)C(=O)Nc1ccc2c(c1)OCCO2)C1CC1
  A: -3; B: -0.2; C: 1.5; D: -14

compound: COc1ccc(CNC(=S)Nc2cc(OC)ccc2OC)cc1
  A: 27; B: 0.4; C: -0.1; D: 12

compound: CCN(CC)CCNc1cc(N2CCOCC2)c2noc3c2c1C(=O)c1ccccc1-3
  A: 37; B: -1.1; C: -0.2; D: -56

2 neighbouring entries out of the list so far:
Short forms – A = MITF inh; B = FBW7 activator; C = GPR151 activ; D = TEAD-YAP block
compound: COc1ccc(CNC(=S)Nc2cc(OC)ccc2OC)cc1
  A: 27; B: 0.4; C: -0.1; D: 12

compound: CCN(CC)CCNc1cc(N2CCOCC2)c2noc3c2c1C(=O)c1ccccc1-3
  A: 37; B: -1.1; C: -0.2; D: -56

(listing goes on)
Short forms – A = MITF inh; B = FBW7 activator; C = GPR151 activ; D = TEAD-YAP block
compound: COc1cc(C2NC(=O)NC(C)=C2C(=O)c2ccccc2)cc(OC)c1OC (stereo unspecified)
  A: 12; B: 0.2; C: 0.3; D: 0

compound: CC1CN(C2CCN(C)CC2)Cc2cc(Cl)ccc2O1 (stereo unspecified)
  A: -1; B: 0.0; C: -0.6; D: 0

compound: CN(C)CCCCCCOc1ccc(-n2ccnc2)cc1
  A: 1&18; B: .; C: -1.0&-1.4; D: .

compound: O=C(Nc1ccc(F)cc1)c1cc(S(=O)(=O)N2CC3CC(C2)c2cccc(=O)n2C3)ccc1F (stereo unspecified)
  A: 20; B: 0.0; C: 0.2; D: 7

compound: CC#CC(=O)N1CCC(CCC(=O)NCCOC)CC1
  A: -9; B: -0.1; C: -0.9; D: -3

compound: CC(C)c1ccc(NC(=O)C2CC2)cc1
  A: 8; B: -0.1; C: -0.1; D: -21

compound: CC1=C(C(=O)Nc2ccccc2C)C(c2ccco2)C(C#N)=C(SCC(=O)Nc2ccc(C)cc2)N1 (stereo unspecified)
  A: -10; B: -0.1; C: 1.9; D: -15

compound: O=C(COC(=O)c1ccc([N+](=O)[O-])o1)Nc1cc(C(F)(F)F)cc(C(F)(F)F)c1
  A: 5; B: 0.2; C: -0.1; D: 18

compound: Cc1ccc(CNC(=O)CSc2nncn3c2cc2sccc23)cc1
  A: -9; B: -0.3; C: -0.8; D: 0

compound: COC(=O)c1sc2nc(CN3CCN(c4ccc(OC)cc4)CC3)[nH]c(=O)c2c1C
  A: -4; B: 0.0; C: 0.9; D: 3

compound: CCC(/C=N/NC(=O)COc1ccc(C#N)cc1)CC
  A: 10; B: 0.6; C: 0.7; D: 11

compound: O=C(NCC1CCCO1)c1cc(-c2ccncc2)nn1-c1ccccc1C(F)(F)F (stereo unspecified)
  A: 15; B: 0.1; C: -0.5; D: -2

compound: CN(C1CCC(=O)N(Cc2ccc3ccccc3c2)CC1)C1CCOC1 (stereo unspecified)
  A: 0; B: 0.0; C: 1.2; D: 0

compound: CC(C)(C)c1ccc(/C=C(/C#N)c2nn(CCO)c(N)c2C#N)cc1
  A: 14; B: 0.3; C: -0.7; D: 3

compound: COc1cccc(CNC(=O)C(=O)Nc2cccc(C(F)(F)F)c2)c1
  A: -16; B: 0.0; C: 0.1; D: 0

An excerpt from above in order of number of heavy atoms, falling.
Short forms – A = MITF inh; B = FBW7 activator; C = GPR151 activ; D = TEAD-YAP block
compound: COC(=O)c1sc2nc(CN3CCN(c4ccc(OC)cc4)CC3)[nH]c(=O)c2c1C
  A: -4; B: 0.0; C: 0.9; D: 3

compound: O=C(COC(=O)c1ccc([N+](=O)[O-])o1)Nc1cc(C(F)(F)F)cc(C(F)(F)F)c1
  A: 5; B: 0.2; C: -0.1; D: 18

compound: COc1cccc(CNC(=O)C(=O)Nc2cccc(C(F)(F)F)c2)c1
  A: -16; B: 0.0; C: 0.1; D: 0

compound: CCC(/C=N/NC(=O)COc1ccc(C#N)cc1)CC
  A: 10; B: 0.6; C: 0.7; D: 11

More entries
Short forms – A = MITF inh; B = FBW7 activator; C = GPR151 activ; D = TEAD-YAP block
compound: COC(=O)c1cc(Nc2ccc(C)cc2)c2cccc(F)c2n1
  A: 0; B: 0.2; C: 2.0; D: 21

compound: Brc1ccc(-c2csc(N3CCN(C(c4ccccc4)c4ccccc4)CC3)n2)cc1
  A: -3; B: -0.1; C: 1.7; D: 1

compound: COc1ccc(/C=C(/C(=O)N2CCC(C(N)=O)CC2)c2ccccc2)cc1
  A: -3; B: -0.1; C: 0.6; D: -4

compound: CCc1cccc(C)c1NC(=O)COc1cccc(C)c1
  A: -14; B: 0.0; C: 0.1; D: 2

compound: Cc1c(Cl)cccc1-n1sc2c(c1=S)-c1ccccc1NC2(C)C
  A: 16; B: -0.1; C: 3.3; D: 15

compound: CC(C(=O)N1c2ccccc2C(C)(c2ccccc2)CC1(C)C)N1C(=O)C2CCCCC2C1=O (stereo unspecified)
  A: 8; B: -0.1; C: -0.5; D: 10

compound: O=C(Nc1ccc(F)cc1)C1CC=CCC1C(=O)OCC(Cl)=C(Cl)Cl (stereo unspecified)
  A: 8; B: 0.4; C: -0.6; D: 6

compound: CCc1ccc(NC(=O)C(=O)NNC(=O)c2ccccc2C)cc1
  A: -12; B: 0.2; C: -0.1; D: 0

compound: Cc1ccc(-c2nc(C#N)c(NC3CC3)o2)cc1
  A: -13; B: -0.2; C: -0.5; D: -72

compound: CCc1ccc(CN2CCC(n3nccc3NC(=O)Cc3ccccc3)CC2)o1
  A: 9; B: 0.0; C: 2.6; D: -1

compound: Cc1cc(C(F)(F)F)c2c(N)c(C(=O)c3ccc(-c4ccc(C(=O)c5sc6nc(C)cc(C(F)(F)F)c6c5N)cc4)cc3)sc2n1
  A: 48; B: 0.1; C: -0.3; D: 12

compound: CC1CCN(C(=O)Cn2cccc2C(=O)c2ccccc2)CC1
  A: -2; B: 0.1; C: 0.3; D: 7

compound: COC(=O)C1CCN(Cc2ccc3c(c2)CN(C(=O)CCc2ccccn2)CCO3)CC1
  A: 3; B: 0.0; C: 0.5; D: -3

compound: COc1ccc(C(=O)/C=C(\C)Nc2ccc(I)cc2)cc1
  A: 10; B: 0.0; C: -0.6; D: -9

compound: COC(=O)CCCCCNC(=S)Nc1ccc2[nH]c(=O)[nH]c2c1
  A: 16; B: -0.1; C: -1.6; D: 2

compound: Cc1ccc(NC(=O)c2cccc([N+](=O)[O-])c2)cc1C
  A: 21; B: 0.0; C: -2.9; D: -44

compound: Cc1cccn2c(CNCCc3ccco3)c(C(=O)N3CCOCC3)nc12
  A: 8; B: -0.1; C: 0.8; D: 5

compound: CCC[C@@H]1NC(=O)[C@@H]2C[C@H](NC(=O)Nc3ccc(C)c(Cl)c3)CN2C1=O
  A: 4; B: -0.1; C: 0.1; D: -2

compound: Cc1ccc(N(C(=O)COc2ccccc2F)S(=O)(=O)c2ccc(C)cc2)cc1
  A: -4; B: 0.3; C: -0.5; D: 12

compound: COc1ccc(NC(=O)c2cccc(I)c2)c([N+](=O)[O-])c1
  A: 7; B: -0.1; C: 3.1; D: -29

compound: Cc1cccc(-n2c(-c3ccco3)nn(CC(N)=O)c2=O)n1
  A: -5; B: 0.0; C: 1.3; D: -2

compound: COc1cccc(C(=O)n2cnnc2N)c1OC
  A: -5; B: 0.0; C: -0.2; D: 18

compound: COc1cc([N+](=O)[O-])c(Cl)cc1-c1ccc(/C=c2\sc3nc4ccccc4n3c2=O)o1
  A: 9; B: 0.6; C: 0.7; D: 0

compound: COCCn1c2c(c(=O)[nH]c1=O)C(c1ccccc1OC)C1=C(N2)c2ccccc2C1=O (stereo unspecified)
  A: 7; B: 0.0; C: 0.5; D: 6

compound: O=C(c1cc(-c2cccs2)[nH]n1)N1CCN(c2ccccc2F)CC1
  A: -12; B: 0.1; C: -0.1; D: -10

compound: C=CCN1CCN(C(CC(C)C)c2nnnn2CCOC)CC1 (stereo unspecified)
  A: 14; B: 0.1; C: -0.4; D: -4

Screening data: PubChem, The Scripps Research Institute Molecular Screening Center
